# GAA spleen mod = qHTS Assay for Inhibitors and Activators of Human alpha-Glucosidase From Spleen Homogenate | AID 2112, 2009 | Potency, µM (doses to about 79.9 µM), for inactives: at the highest dose activity change, negative = inhibition, hits mostly inhibitors | hit rate 0.006% among 240,000 | human spleen homogenate, 4-MU-alpha-glucoside fluorescence | Lysosomal alpha-glucosidase (Homo sapiens), P10253;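 note: potency is the fitted concentration of half-maximal effect; 0% = enzyme with vehicle and -100% = no enzyme basal signal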
#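 Human spleen homogenate (1 ug) incubated with compounds and 1 mM 4-methylumbelliferyl-alpha-D-glucopyranoside in pH 5.0 citrate/phosphate buffer, 37 C, 40 min. Stopped at pH 10; 4-MU fluorescence (Ex 365/Em 440 nm); AC50 by Hill fit.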
# CBFb-RUNX1 inh = qHTS Assay for Compounds Blocking the Interaction Between CBF-beta and RUNX1 for the Treatment of Acute Myeloid Leukemia; Runt-related transcription factor 1 (Homo sapiens) + Core-binding factor subunit beta …; AlphaScreen CBFb-His/RUNX1-biotin binding, biochemical; Potency, µM (doses to about 59.8 µM), for the others: at the highest dose activity, negative = inhibition, hits mostly inhibitors; 230,000 tested, under 10 active; note: % of control where 0% means no effect
# Target sequence (Q01196 whole entry, looked up): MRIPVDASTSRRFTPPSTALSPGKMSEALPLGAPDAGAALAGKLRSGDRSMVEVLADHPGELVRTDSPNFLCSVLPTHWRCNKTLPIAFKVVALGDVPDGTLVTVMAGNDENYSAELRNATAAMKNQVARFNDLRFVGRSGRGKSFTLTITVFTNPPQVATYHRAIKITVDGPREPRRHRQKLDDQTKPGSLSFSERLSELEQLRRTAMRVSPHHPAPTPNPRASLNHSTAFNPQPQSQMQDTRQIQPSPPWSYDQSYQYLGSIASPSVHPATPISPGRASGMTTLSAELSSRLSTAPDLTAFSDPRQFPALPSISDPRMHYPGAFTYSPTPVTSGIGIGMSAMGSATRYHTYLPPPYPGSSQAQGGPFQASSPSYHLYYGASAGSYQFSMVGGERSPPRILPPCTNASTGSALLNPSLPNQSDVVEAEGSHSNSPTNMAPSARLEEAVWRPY
# Target sequence (Q13951 whole entry, looked up): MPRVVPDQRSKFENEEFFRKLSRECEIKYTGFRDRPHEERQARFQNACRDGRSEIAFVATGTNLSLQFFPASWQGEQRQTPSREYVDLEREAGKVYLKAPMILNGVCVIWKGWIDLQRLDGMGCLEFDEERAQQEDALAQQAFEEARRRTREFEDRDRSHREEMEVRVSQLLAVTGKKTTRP
#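 Inhibition was taken as any reduction in AlphaScreen signal from the CBF-beta–RUNX1 pair (His and biotin tags, 30 nM each), measured after compound (15 min) and bead (90 min) incubations at room temperature.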
# HttQ103 aggreg = qHTS Multiplex Assay to Identify Dual Action Probes in a Cell Model of Huntington: Aggregate Formation (GFP); PC12 HttQ103-GFP aggregates, Acumen cytometry, 40 h; Potency, µM (titrated, usually from 46.1 µM), for inactives: at the top dose activity change, negative = inhibition, actives largely listed as inhibitors; hit rate 1.1% among 220,000; note: potency is the fitted concentration of half-maximal effect; % is set by controls: 0 for no effect and ±100 for the full control effect; nearly all actives have a fitted effect of over 60% in size
#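 Aggregates are detected as GFP objects 1–25 µm with signal 6 STDEV over background in lysates of induced PC12 cells. These carry Huntingtin exon 1 with 103 glutamines fused to GFP under an ecdysone promoter; compounds titrated.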
# LMNA splice mod = qHTS Assay for Modulators of Lamin A Splicing. Potency, µM (highest dose often 46.1 µM), for the others: at the top dose ratio change, negative = inhibition, most hits filed as inhibitors. hit rate 0.01% among 200,000. HeLa LMNA splicing GFP/RFP minigene ratio, 48 h; active = well fitted inhibition curve with a large enough effect in the signal ratio, with a control signal flat, not every such curve was filed as active; inconclusive = small, poorly fitted or top-dose-only effect, or effect the other way, or a change in a side signal; the % refers to the signal ratio; note: potency is the fitted concentration of half-maximal effect; % is set by controls: 0 for no effect and ±100 for the full control effect
#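 Read-out is the ratio of GFP to DsRed2 object intensity, acquired by 488 nm laser-scanning cytometry on HeLa lamin A-EGFP minigene reporter cells. Compound incubation 48 hrs at 37 °C in Opti-MEM with 2% FBS; DMSO 0.5% final.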
# HTT ATP protect = qHTS Multiplex Assay to Identify Dual Action Probes in a Cell Model of Huntington: Cytoprotection (ATP); Potency, µM (series often up to 56.4 µM), for inactives: cytoprotection (ATP increase), actives largely listed as activators; PC12 HTT-Q103 induced, cytoprotection, ATP luminescence, 40 h; hit rate 0.14% among 230,000;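 note: potency is the fitted concentration of half-maximal effect; % of control where 0% means no effect; nearly all actives have a fitted effect of over 45% in size; toxic huntingtin expression switched on by the ecdysone agonist tebufenozide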
#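 Cells were plated at 1500 per well in phenol red-free DMEM with 5% equine and 5% calf serum. Tebufenozide (100 nM final) and compounds were added, then ATPlite reagent, and luminescence was read.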
# GAA glycogen mod = qHTS Assay for Inhibitors and Activators of Human alpha-Glucosidase Cleavage of Glycogen. Lysosomal alpha-glucosidase (Homo sapiens), P10253. recombinant GAA, glycogen substrate, Amplex Red glucose oxidase fluorescence. Potency, µM (series often up to 76.4 µM), inactives show at the top dose activity change, negative = inhibition, hits mostly inhibitors. hit rate 0.38% among 300,000. AID 2100, 2009;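 note: potency is the fitted concentration of half-maximal effect; 0% = full enzyme reaction and -100% = no-enzyme basal signal; the screen sought inhibitors and activators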
#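 Natural-substrate format: glycogen cleavage by 4 nM human enzyme, glucose read by Amplex Red coupling (Ex 573, Em 610 nm). Normalized to enzyme and no-enzyme controls.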
# GAA inh = qHTS Assay for Inhibitors of Human alpha-Glucosidase as a Potential Chaperone Treatment of Pompe Disease | Potency, µM (highest dose often 76.9 µM), without a hit: at the top dose activity change, negative = inhibition, hits mostly inhibitors | purified human GAA, 4-MU-alpha-glucoside fluorescence | hit rate 0.005% among 200,000;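 note: potency is the fitted concentration of half-maximal effect; plate controls were uninhibited enzyme wells for no effect and no-enzyme background for full effect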
#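 Endpoint fluorogenic read: 20 min room-temperature reaction of 4 nM human alpha-glucosidase with 400 uM 4-methylumbelliferyl-alpha-D-pyranoside, pH 5.0, quenched with 1M NaOH/1M glycine pH 10. AC50 from Hill modeling.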
# An asterisk follows results filed as active; u = inconclusive; x = no result given; [ ] = remark or other dose. Unless noted, calls come from the whole dose curve; as a rule, active = well fitted curve in the direction sought with a large enough effect; inconclusive = small, poorly fitted or top-dose-only effect, or another doubt; inactive = no such curve, though single readings can be large; an effect the other way counts as inactive or inconclusive.
SMILES,GAA spleen mod,CBFb-RUNX1 inh,HttQ103 aggreg,LMNA splice mod,HTT ATP protect,GAA glycogen mod,GAA inh
O=C(Nc1ccc(S(=O)(=O)NCCc2ccccc2)cc1)c1ccco1,-1%,5%,4%,u,-4%,-4%,-10%
COc1ccc(N(C(=O)c2cccc(OC)c2OC)C2C=CS(=O)(=O)C2)c(OC)c1 (stereo not drawn),-14%,5%,4%,11%,-2%,2%,-1%
Cc1ccc(OCC(=O)Nc2ccccc2F)cc1C,1%,12%,5%[9.22 µM],12%[46 µM],-13%[10 µM],5%,-4%
COc1ccc(C(=O)NC(=S)Nc2cccnc2)cc1[N+](=O)[O-],10%,16%,u,x,-4%[10 µM],-10%,3%
N#C/C(=C/c1ccc(Oc2ccc([N+](=O)[O-])cn2)cc1)C(=O)N1CCOCC1,-4%,-3%,0%,-1%,45%[0.074 µM],-11%,1%
COc1ccc(O[C@H]2C=C[C@@H](c3ccccc3)O[C@H]2COC(=O)NCc2cccc3ccccc23)cc1,0%[17.4 µM],5%[13.1 µM],x,x,-43%[inhibitor][10 µM],x,x
Cc1ccc(NC(=O)c2ccccc2-c2ccccc2C(=O)O)cc1C,4%,2%,7%,x,-27%,20%,-1%
CC(C)NC(=O)c1ccc2c(=O)n(CC3CCCO3)c(=S)[nH]c2c1 (stereo not drawn),-2%,18%,-16%,x,-42%,8%,8%
Clc1c(-c2nnc3n2CCC3)sc2ccccc12,-2%,3%,12%,4%,0%[1.9 µM],6%,-26%
Cc1noc(C)c1S(=O)(=O)N1CCC(C(=O)N2CCC(N3CCCCC3)CC2)CC1,4%,-4%,1%,3%,8%,0%,2%[15.4 µM]
Cc1ccc(Cl)cc1N1CCN(CC(=O)Nc2ccc3[nH]c(=O)[nH]c3c2)CC1,-4%,1%,-6%,4%,3%[10 µM],-2%,0%
COc1ccc([N+](=O)[O-])cc1N(CC(=O)NCCC1=CCCCC1)S(C)(=O)=O,-3%,-6%,-4%,u,-3%[10 µM],2%,u
Cc1c(C=O)c2ccccc2n1CC(=O)NCc1ccc2c(c1)OCO2,-2%,0%,2%[9.22 µM],-6%[46 µM],27%[10 µM],-9%,11%
CCOc1ccc(-n2c(N)c(C(=O)NCc3ccco3)c3nc4ccccc4nc32)cc1,10%,18%,0%,9%,0%[10 µM],1%,-2%
CN(C)CCN(C(=O)c1ccc(S(=O)(=O)N(C)c2ccccc2)cc1)c1nc2cc3c(cc2s1)OCCO3,-2%,2%,-6%[9.22 µM],x,-3%[10 µM],3%,x
Cc1noc(C)c1COc1ccc(C(=O)OCC(=O)NCCN2C(=O)CSC2=O)cc1,9%,-1%,3%,0%[46 µM],-17%,1%,2%
Cc1cc(C)c(S(=O)(=O)NCCCn2ccnc2)c(C)c1,6%,-2%,6%,u,-3%[10 µM],-5%,-3%
O=C(CCC1COc2ccccc2O1)NCc1ccco1 (stereo not drawn),-2%,4%,2%,16%,-25%,-2%,-1%
CC(C)C(NS(=O)(=O)c1ccccc1)C(=O)OCc1cc([N+](=O)[O-])cc2c1OCOC2 (stereo not drawn),1%,-18%,13%,1%,23%[10 µM],1%,-8%
COc1ccc(-c2nnn(CC(=O)NCCc3ccc(OC)c(OC)c3)n2)cc1,3%,-2%,-9%[9.22 µM],12%[46 µM],8%[10 µM],-9%,u
COC(=O)c1ccc(/C(O)=C(\C#N)c2nc3ccccc3s2)cc1,-4%,0%,-20%,3%,-15%,0%,-4%
Cc1cccc(N2C(=O)CS/C2=N\NC(=O)c2cccnc2)c1C,2%,4%,26%[9.22 µM],13%[46 µM],30%[10 µM],20%,u
CCOC(=O)C1(Cc2cccc(OC)c2)CCN(Cc2cccc(OC)c2OC)CC1,-7%,8%,-20%[9.22 µM],x,-13%[10 µM],3%,x
CN(C(=O)c1cc2ccccc2oc1=O)C1(C)CCS(=O)(=O)C1 (stereo not drawn),-19%,11%,-5%,-9%[46 µM],x,-5%,u
COc1ccc(N=c2oc3c(OC)cccc3cc2C(=O)NCc2ccco2)c(OC)c1,1%,4%,13%,-3%,-59%[inhibitor][10 µM],-7%,0%
COc1ccc(N2CCN(C(c3cc(OC)ccc3OC)c3nnnn3Cc3ccco3)CC2)cc1 (stereo not drawn),4%,-25%,5%,9%,18%[1.9 µM],-16%,u
CCN(CC(=O)NCCc1ccccc1)S(=O)(=O)c1ccc(C)cc1,-6%,-5%,7%,-1%,12%[10 µM],-4%,2%
CC(C)CC(=O)Nc1cc(C(F)(F)F)ccc1N1CCOCC1,12%,20%,2%,11%,8%,u,9%
CC(=O)NC1C(=O)N=C(SCC(=O)Nc2sc3c(c2C#N)CCCCCC3)NC1=O (stereo not drawn),3%,-18%,-14%,x,4%,-14%,-1%
Cc1cc2c(o1)CC(C)(C)CC2=O,5%,-12%,16%,0%[46 µM],7%[10 µM],9%,-4%
CCOC(=O)c1sc(-c2cccs2)nc1C,x,4%,11%,x,-23%,8%,1%
Cc1ccc(C)n1-c1cccc(N)c1,-10%,u,31%,25%,-1%[10 µM],6%,-4%
C=CCNC(=O)NC(=O)COC(=O)c1cccnc1SC,5%,-2%,0%,7%,18%,16%,-6%
CN(C)S(=O)(=O)c1cccc(NC(=S)N/N=C/c2ccco2)c1,8%,-11%,10%[9.22 µM],x,6%[10 µM],-3%,x
Cc1ccc(C)c(OCC(=O)Nc2ccc3c(c2)OCO3)c1C,3%,3%,0%,-5%,-26%[0.074 µM],2%,-6%
COC(=O)N/N=C/c1cn(Cc2c(Cl)cccc2Cl)c2ccccc12,5%,-22%,-25%,-23%,6%[10 µM],-11%,-9%
CN(CCNC(=O)CN1CCN(Cc2ccccc2Cl)C1=O)Cc1ccccc1,-6%,0%,1%[9.22 µM],4%,6%,0%,4%
C/C(=N\NC(=O)C(=O)Nc1c(C)n(C)n(-c2ccccc2)c1=O)c1ccncc1,16%,1%,-1%[9.22 µM],x,16%[10 µM],-1%,x
CCOc1ccc(S(=O)(=O)Nc2cccc(N(C)S(C)(=O)=O)c2)cc1,-2%,17%,u,u,-9%,1%,-8%
Cc1ccc(S(=O)(=O)N2CCC(C(=O)N[C@@H](C)C(=O)NCCc3ccccc3)CC2)cc1,2%,2%,-6%,-1%,-25%,-3%,-9%
COc1ccc2c(c1OC)C(=O)N1N=C(c3ccc(-c4ccccc4)cc3)CC21 (stereo not drawn),-2%,1%,16%,x,-37%[inhibitor],-15%,4%
CCOCCOc1nc2c(c(=O)n(C)c(=O)n2C)n1Cc1ccc(C)cc1,1%,0%,-20%,4%,-1%,3%,1%
CNC(=O)COC(=O)CCC(=O)c1cccs1,-1%,5%,21%,u,5%,-2%,-1%
O=C1c2ccccc2C(=O)N1CC1c2ccccc2CCN1C(=O)C1CCCCC1 (stereo not drawn),1%,-3%,2%,-1%,3%[10 µM],-7%,-8%
COc1cc(OC)c(OC)cc1CNc1cc(C)ccc1OC,7%,u,-32%,u,0%,11µM*,-13%

# Entries of single compounds as entered above. Order of screens: GAA spleen mod | CBFb-RUNX1 inh | HttQ103 aggreg | LMNA splice mod | HTT ATP protect | GAA glycogen mod | GAA inh
# `COc1ccc2c(c1OC)C(=O)N1N=C(c3ccc(-c4ccccc4)cc3)CC21` (stereo not drawn) as listed: -2% | 1% | 16% | x | -37%[inhibitor] | -15% | 4%
# `CCOC(=O)c1sc(-c2cccs2)nc1C` as listed: x | 4% | 11% | x | -23% | 8% | 1%
# `CCOc1ccc(S(=O)(=O)Nc2cccc(N(C)S(C)(=O)=O)c2)cc1` as listed: -2% | 17% | u | u | -9% | 1% | -8%
# `C/C(=N\NC(=O)C(=O)Nc1c(C)n(C)n(-c2ccccc2)c1=O)c1ccncc1` as listed: 16% | 1% | -1%[9.22 µM] | x | 16%[10 µM] | -1% | x

# Back to the main list with the two entries that preceded the break.
SMILES,GAA spleen mod,CBFb-RUNX1 inh,HttQ103 aggreg,LMNA splice mod,HTT ATP protect,GAA glycogen mod,GAA inh
O=C1c2ccccc2C(=O)N1CC1c2ccccc2CCN1C(=O)C1CCCCC1 (stereo not drawn),1%,-3%,2%,-1%,3%[10 µM],-7%,-8%
COc1cc(OC)c(OC)cc1CNc1cc(C)ccc1OC,7%,u,-32%,u,0%,11µM*,-13%
[O-]/C(=C(\C(=S)Nc1cccc2ccccc12)[n+]1ccccc1)c1ccc(OC(F)F)cc1,4%,2%,0%,3%[46 µM],-12%[10 µM],-6%,3%
Cn1c(=O)c2cc(S(=O)(=O)NCCC(=O)NCc3ccccc3Cl)ccc2n(C)c1=O,-5%,1%,-2%,-3%,-8%,-3%,-1%
COCCNC(=S)NC1CC2CCCC(C1)N2Cc1cccs1 (stereo not drawn),-13%,0%,-14%,10%,-28%,4%,5%
Cn1c(SCC(=O)Nc2ccc3c(c2)OCCO3)nnc1-c1ccccn1,4%,-5%,-18%,-4%,-2%,1%,-7%
Cc1ccccc1NC(=O)C(C#N)Cc1cccnc1 (stereo not drawn),8%,-3%,-12%,u,-4%[10 µM],9%,-5%
